From PubChem
USP1 inh – Inhibitors of USP1/UAF1: Primary Screen. Potency, µM (titrated, usually from 57.1 µM), inactives show top-dose activity change, negative = inhibition, actives largely listed as inhibitors. Ubiquitin carboxyl-terminal hydrolase 1 (Homo sapiens), O94782. actives 0.23% (n = 390,000). recombinant USP1/UAF1, Ub-Rhodamine cleavage fluorescence. AID 743255, 2014; note: potency is the fitted concentration of half-maximal effect; % is set by controls: 0 for no effect and ±100 for the full control effect; nearly all actives have a fitted effect of over 60% in size; inactives centre near -12
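USP1/UAF1 complex (1 nM) preincubated 15 min at room temperature with compound, then Ub-Rho substrate (150 nM final) added. Kinetic fluorescence at 480/540 nm over 6 reads at 60 s intervals; 50 mM HEPES pH 7.8, 0.5 mM EDTA, 0.1 mg/ml BSA, 1 mM TCEP, 0.01% Tween-20.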
D2 antagonist – HTS Assay for Allosteric Antagonists of the Human D2 Dopamine Receptor: Primary Screen for Antagonists; D(2) dopamine receptor (Homo sapiens), P14416; actives 2% (n = 340,000); inhibition, % at 10 µM; HEK293 TREx D2 cells, calcium flux, dopamine EC80; in the data active = inhibition above about 30%; note: 0% is about no effect
Target sequence (P14416 whole entry, looked up): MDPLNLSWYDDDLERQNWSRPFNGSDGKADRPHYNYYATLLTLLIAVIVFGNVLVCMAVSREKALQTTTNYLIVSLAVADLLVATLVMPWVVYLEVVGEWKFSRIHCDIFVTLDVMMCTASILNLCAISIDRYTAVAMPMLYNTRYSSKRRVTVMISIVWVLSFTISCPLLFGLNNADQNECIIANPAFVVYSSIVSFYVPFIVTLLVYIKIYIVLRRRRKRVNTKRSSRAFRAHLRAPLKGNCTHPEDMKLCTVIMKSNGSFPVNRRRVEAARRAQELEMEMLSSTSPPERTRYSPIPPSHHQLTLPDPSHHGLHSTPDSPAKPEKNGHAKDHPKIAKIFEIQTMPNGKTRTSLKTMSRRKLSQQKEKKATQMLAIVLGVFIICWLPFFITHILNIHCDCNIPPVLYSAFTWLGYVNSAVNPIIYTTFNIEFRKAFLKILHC
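Antagonism is scored as inhibition of an EC80 dopamine-evoked calcium signal in a force-coupled, tetracycline-inducible HEK293 T-REx D2 line, with compound present 180 s before agonist.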
D2 agonist – HTS Assay for Allosteric Agonists of the Human D2 Dopamine Receptor: Primary Screen for Agonists; AID 485358, 2010; HEK293 T-REx D2 cells, calcium flux agonist mode; actives 0.53% (n = 340,000); D(2) dopamine receptor (Homo sapiens), P14416; activation, % at 2 µM;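 active = activation over 3 SD above normal in the single-dose calcium agonist read, cut at about 30% in these data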; note: 0% is about no effect
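Agonism is scored from calcium flux in a force-coupled, inducible HEK293 cell line expressing D2, read kinetically for 180 s after compound addition against dopamine controls.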
IDH1 R132H inh – qHTS for Inhibitors of mutant isocitrate dehydrogenase 1 (IDH1): qHTS. Isocitrate dehydrogenase [NADP] cytoplasmic (Homo sapiens), O75874. IDH1-R132H enzyme, NADPH consumption, diaphorase/resazurin fluorescence. Potency, µM (top dose mostly 76.6 µM), inactives show top-dose activity change, negative = inhibition, usual class: inhibitors. actives 0.093% (n = 390,000); note: potency is the fitted concentration of half-maximal effect; % is set by controls: 0 for no effect and ±100 for the full control effect; nearly all actives have a fitted effect of over 65% in size
Target sequence (O75874 whole entry R132H, stated change not applied): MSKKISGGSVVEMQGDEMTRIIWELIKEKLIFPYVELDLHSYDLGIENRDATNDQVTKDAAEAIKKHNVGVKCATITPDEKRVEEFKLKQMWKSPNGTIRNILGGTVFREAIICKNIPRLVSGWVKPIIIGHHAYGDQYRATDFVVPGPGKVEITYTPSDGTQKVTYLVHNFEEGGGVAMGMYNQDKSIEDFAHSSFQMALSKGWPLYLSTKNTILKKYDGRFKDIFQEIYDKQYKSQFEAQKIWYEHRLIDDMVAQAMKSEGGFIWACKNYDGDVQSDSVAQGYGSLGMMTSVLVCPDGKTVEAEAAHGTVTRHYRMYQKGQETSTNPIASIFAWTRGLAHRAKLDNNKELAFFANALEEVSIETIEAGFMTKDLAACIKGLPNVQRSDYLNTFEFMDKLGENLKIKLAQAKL
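IDH1-R132H (0.5 ug/mL) preincubated 30 min with compound, then NADPH (0.016 mM) and alpha-KG (2 mM) added; 80 min at RT, pH 7.5. Remaining NADPH coupled via diaphorase/resazurin to fluorescence (540/590 nm); concentration-response curves normalized to no-enzyme control.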
TRHR enhancer – qHTS for Small Molecule Agonists and Allosteric Enhancers of Human TRH Receptor: Primary Screen for Enhancers. Thyrotropin-releasing hormone receptor (Homo sapiens), P34981. TRHR cells, fluo-8 calcium fluorescence, EC20 TRH enhancement. enhancement, % at 2 µM. actives 0.66% (n = 360,000); in the data active = enhancement above about 30%; note: 0% is about no effect
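Enhancer read-out: after compound pinning and an initial kinetic agonist-mode read, an EC20 of TRH (10 nM final) was injected and fluo-8 calcium signal (Ex 480/Em 530) followed at 1 s/cycle for 100 cycles in TRHR-expressing cells.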
Pin1 inhibitor – qHTS Assay to Find Inhibitors of Pin1 | Potency, µM (top dose mostly 115 µM), for inactives: at the highest dose activity, negative = inhibition, hits mostly inhibitors | actives 0.009% (n = 390,000) | Pin1 FP peptide displacement, HiFluor488, 10 min; active = well fitted inhibition curve with a large enough effect in the polarisation, with a control signal flat, not every such curve was filed as active; inconclusive = small, poorly fitted or top-dose-only effect, or effect the other way, or a change in a side signal; inactive = no such curve, though single readings can be large or run the other way; the % refers to the polarisation; note: potency is the fitted concentration of half-maximal effect; % is set by controls: 0 for no effect and ±100 for the full control effect
Target sequence (Q13526 whole entry, looked up): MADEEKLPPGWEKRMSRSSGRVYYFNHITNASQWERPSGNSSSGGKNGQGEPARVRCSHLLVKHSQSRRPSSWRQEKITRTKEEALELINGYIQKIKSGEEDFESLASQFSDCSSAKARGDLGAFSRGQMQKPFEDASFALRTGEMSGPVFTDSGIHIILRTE
TrxR1 inh – qHTS Assay for Inhibitors of Mammalian Selenoprotein Thioredoxin Reductase 1 (TrxR1): qHTS. Thioredoxin reductase 1, cytoplasmic (Rattus norvegicus), O89049. Potency, µM (highest dose often 114 µM), without a hit: at the highest dose activity change, negative = inhibition, most hits filed as inhibitors. actives 1% (n = 390,000). recombinant rTrxR1, NADPH fluorescence consumption, selenite substrate; note: potency is the fitted concentration of half-maximal effect; % is set by controls: 0 for no effect and ±100 for the full control effect; nearly all actives have a fitted effect of over 65% in size
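Rat TrxR1 (90 nM in the dispensed reagent) was pre-reduced with 400 uM NADPH for 5 min at room temperature, then incubated with compound for 15 min. After 400 uM selenite was added, NADPH fluorescence (Ex 340/Em 450 nm) was followed for 8 min.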
TRHR agonist – qHTS for Small Molecule Agonists and Allosteric Enhancers of Human TRH Receptor: Primary Screen for Agonists; actives 0.18% (n = 360,000); TRHR cells, calcium flux fluo-8, FDSS agonist mode; activation, % at 2 µM; Thyrotropin-releasing hormone receptor (Homo sapiens), P34981; in the data active = activation above about 30%; note: 0% is about no effect
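Fluo-8-loaded TRHR cells; 10 s baseline, compound added, kinetic Ca2+ fluorescence read 1/s, agonist mode.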
TrxR1 substrate – qHTS Assay for Substrates of Mammalian Selenoprotein Thioredoxin Reductase 1 (TrxR1): qHTS | Thioredoxin reductase 1, cytoplasmic (Rattus norvegicus), O89049 | purified TrxR1 substrate turnover, NADPH consumption readout | Potency, µM (highest dose often 114 µM), for inactives: at the highest dose activity change, negative = substrate turnover | actives 0.01% (n = 390,000); note: potency is the fitted concentration of half-maximal effect; % is set by controls: 0 for no effect and ±100 for the full control effect; nearly all actives have a fitted effect of over 50% in size
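Rat TrxR1, dispensed at 90 nM, was prereduced with 400 uM NADPH (final) for 5 min at ~22 deg C, then incubated with compound 15 min before 400 uM selenite. A first-read NADPH fluorescence drop versus no-compound background flagged substrates.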
* hit, by the source's call; ? = inconclusive; · = no result given; [ ] = remark or other dose. Unless noted, calls come from the whole dose curve; as a rule, active = well fitted inhibition curve with a large enough effect; inconclusive = small, poorly fitted or top-dose-only effect; inactive = no such curve, though single readings can be large or run the other way.

SMILES	USP1 inh	D2 antagonist	D2 agonist	IDH1 R132H inh	TRHR enhancer	Pin1 inhibitor	TrxR1 inh	TRHR agonist	TrxR1 substrate
O=C(O)c1oc2ccc(Br)cc2c1-n1cccc1	-15%	0	0.2	4%	2	-9%	-20%[57.1 µM]	-0.2	11%[57.1 µM]
CCOC(=O)c1c(C)[nH]c(C)c1S(=O)(=O)N1CCCC(C(=O)NCc2ccc(Cl)cc2)C1 (configuration not stated)	-25%	·	-0.4	0%	16	1%	1%[57.1 µM]	-0.5	-2%[57.1 µM]
Cc1cc(NS(=O)(=O)c2ccc(Nc3nc(-c4ccc(O)cc4)cs3)cc2)no1	-19%	8	-1.6	-6%	-8	?	7%[57.1 µM]	-1.5	8%[57.1 µM]
O=C(Nc1c2c(nn1-c1ccc(F)cc1)CS(=O)C2)c1ccco1 (configuration not stated)	-21%	21	1.2	-3%	-8	-9%	27%	0.2	6%
O=C(NCc1cccs1)c1nn(-c2ccccc2F)nc1CO	4%	·	-0.2	0%	1	0%	21%	-0.9	1%
CCc1nc(SCc2ccc(Br)cc2)n[nH]1	-12%	2	0.6	18%	3	9%	3%[57.1 µM]	-0.2	9%[57.1 µM]
Oc1ccc(-c2nncn2-c2ccccc2)cc1	-21%	6	-0.2	3%	0	-2%	7%	-0.1	1%
O=C(Nc1cccc(-c2nc3ccccc3[nH]2)c1)c1cccc(NC(=O)c2ccco2)c1	?	-11	0.6	0%	4	52%[activator]	19%	0.9	28%
Cc1ccc(NC(=O)N2CCCC2C(=O)NCc2cccs2)cc1 (configuration not stated)	-4%	5	-0.3	10%	4	0%	-7%	-0.4	-5%
COc1ccc(NC(=S)Nc2ccc(OC)cc2OC)c(OC)c1	-6%	-6	-0.6	5%	-5	-6%	-17%	0.2	-3%
O=C(C1CCN(c2nnc(-n3cccc3)s2)CC1)N1CCN(c2cccc(C(F)(F)F)c2)CC1	-1%	2	0.3	-1%	9	-1%	-8%	-1.2	-8%
CSc1nc2ncc3c(n2n1)CC(C)(C)CC3=O	-19%	-3	9.5	-3%	-2	1%	2%[57.1 µM]	0.8	4%[57.1 µM]
CN1C(=O)N(C)c2cccc3cccc1c23	-21%	8	0.6	6%	-3	4%	8%	-0.1	13%
Cc1sc(NC(=O)CN(Cc2ccccc2)C(=O)C2CC2)c(C(N)=O)c1C	-21%	-1	-0.3	5%	-2	-4%	16%	-0.4	4%
Cc1cc(C(=O)COC(=O)Cc2n[nH]c(=O)c3ccccc23)c(C)n1-c1ccc2c(c1)OCO2	-15%	2	-1.5	8%	-6	1%	-10%	-1.0	-9%
O=C(NCCC1CCCCN1S(=O)(=O)c1ccc(F)cc1)C(=O)NC1CCCC1 (configuration not stated)	-8%	1	0.5	4%	-6	-5%	-11%	-0.5	-8%
CC1(C)Cc2ccccc2C(/C(=N/O)C(N)=O)=N1	-4%	9	0.2	8%	2	0%	15%	-0.1	0%
CCCN1CCN(C(=O)Cn2c(=O)oc3cc(S(=O)(=O)NCc4ccccc4)ccc32)CC1	-14%	-8	1.4	-3%	1	1%	3%	0.4	-3%
CCOC(=O)C1CCN(c2ncnc3c2oc2ccc(Br)cc23)CC1	-10%	-31	0.3	3%	-7	5%	8%	-0.2	6%
CCCNC(=O)c1ccccc1NC(=O)c1ccc2c(c1)NC(=O)C(C)S2 (configuration not stated)	-18%	-16	-0.1	-5%	-10	3%	-6%	0.5	-9%
CCn1nc(C)c2c(-c3ccccc3)cc(=O)n(C(C)C(=O)NCCc3ccc(Cl)cc3)c21 (configuration not stated)	-14%	·	0.6	-13%	7	6%	18%[57.1 µM]	0.6	6%[57.1 µM]
O=C(O)c1cncc(SCc2ccccc2)n1	-17%	·	·	10%	·	-5%	-3%[57.1 µM]	·	2%[57.1 µM]
O=C(Cn1cc(COc2ccccc2[N+](=O)[O-])nn1)c1ccc(O)cc1	?	·	·	2%	·	-1%	?	·	-8%
CN(C)/C=N/C(=S)Nc1ccc(Br)cc1F	2%	1	-1.2	1%	-7	4%	6%	0.1	1%
O=C(O)c1ccc(CSc2nnc(Cc3ccccc3)o2)cc1	-1%	-17	0.0	3%	3	-3%	20%	0.1	6%
Cn1ncc(Br)c1C(=O)N1CCCCCC1	-4%	-11	-0.8	1%	6	-2%	-9%[57.1 µM]	0.9	2%[57.1 µM]
O=C(O)CCSSCCC(=O)O	-21%	-2	0.7	-10%	0	2%	18%	0.1	6%
N/C(Cn1cncn1)=N\NC(=O)C(=O)Nc1ccccc1	-7%	-12	2.7	0%	-3	0%	-9%	0.0	-9%
OCCC1CN(Cc2cccn2-c2ccccn2)CCN1C1CCCCC1 (configuration not stated)	-22%	7	-0.3	2%	19	-8%	25%[57.1 µM]	2.8	-18%[57.1 µM]
CCCc1cc(C(=O)NCc2cccs2)no1	-18%	5	0.5	17%	0	1%	-5%[57.1 µM]	-0.8	3%[57.1 µM]
Clc1ccc(Cc2noc(CN3CCN(c4ccccc4)CC3)n2)c(Cl)c1	7%	-15	0.5	1%	4	22%	11%	-0.2	3%
COc1cccc(/C=C2/SC(=S)N(CC(=O)NNC(=O)c3ccccc3OC)C2=O)c1	-16%	-13	-2.2	6%	-1	26%	39%[activator][57.1 µM]	0.2	-15%[57.1 µM]
COc1ccccc1OCCc1nnc(N)s1	-2%	30	0.0	4%	1	0%	4%	-0.2	-6%
COc1cccc(C(=O)N(Cc2cc3cc(C)ccc3[nH]c2=O)CC2CCCO2)c1 (configuration not stated)	2%	-6	-0.2	1%	8	-4%	-5%	-0.3	7%
CCOC(=O)C1(Cc2cccc(OC)c2)CCN(Cc2cnc(N)nc2)CC1	-16%	-10	0.7	1%	-4	6%	-9%[57.1 µM]	0.4	-5%[57.1 µM]
Clc1ccc(-c2noc(CCCOc3ccccc3)n2)cc1	-13%	-10	-0.7	12%	14	-1%	4%[11.4 µM]	1.2	9%[11.4 µM]
Cc1c(N=Cc2ccc(O)c(Br)c2)cccc1[N+](=O)[O-]	-8%	9	-3.6	0%	3	0%	-5%	-0.1	-16%
COc1ccc(S(=O)(=O)N2CCOC2CNC(=O)C(=O)NCCN2CCOCC2)cc1OC (configuration not stated)	-2%	1	-0.6	-6%	-8	-10%	6%	-0.8	4%
Cc1ccc2cccc(NC(=O)COc3ccccc3Cl)c2n1	-5%	·	0.2	1%	1	-2%	-1%	-1.5	7%[11.4 µM]
CC(=O)Nc1cccc(NC(=O)C2CCCN2C(=O)Nc2cccc(F)c2)c1 (configuration not stated)	2%	0	-0.3	-6%	2	-16%	3%	0.8	-2%
CSC1=N/C(=C\c2c(F)cccc2Cl)C(=O)S1	-9%	27	0.1	-1%	-1	-2%	1%	-0.1	-3%
O=C(Nc1nc(-c2ccccc2)cs1)C1CCCN(S(=O)(=O)c2ccccc2)C1 (configuration not stated)	-4%	-12	0.8	2%	-3	16%	32%	-0.3	9%
O=Cc1ccc(C(=O)OCC(=O)NCc2ccco2)cc1	-15%	·	·	-4%	·	2%	-6%	·	-2%
COC(CNC(=O)c1ccc(CS(=O)(=O)c2ccc(C)cc2)o1)OC	-22%	0	1.8	8%	8	-16%	-2%	0.9	10%
CCOc1cc(NC(=O)C(C)C)c(OCC)cc1NC(=O)Nc1ccccc1	-25%	12	-0.3	0%	18	-6%	7%	-0.5	-6%
CCOc1ccc(NC(=O)CC2C(=O)N(c3ccc(Cl)cc3)C(=O)N2Cc2cccs2)cc1 (configuration not stated)	-1%	·	0.1	-5%	4	-2%	23%	-0.2	6%
CCN(CC)CCNC(=O)c1ccc2c(c1)NC(=O)C(CS(=O)(=O)Cc1cccc(Br)c1)N2 (configuration not stated)	?	·	-0.5	-5%	-2	-3%	-10%[57.1 µM]	0.3	9%[57.1 µM]
Cc1ccc(C(=O)Nc2cccc(C(=O)O)c2)cc1S(=O)(=O)N1CCCCC1	-12%	19	0.8	1%	6	-1%	16%[57.1 µM]	-0.7	8%[57.1 µM]
Cc1ccc(NC(=O)Cn2cc(C(F)(F)F)cc(Cl)c2=O)cc1Cl	-13%	-11	0.1	-7%	-4	2%	28%[57.1 µM]	0.9	8%[57.1 µM]
CCc1ccc(OCCNC(=O)c2ccco2)cc1	-12%	12	-0.5	0%	-1	3%	20%	-0.6	8%

Random excerpt: 4 records from the list.
SMILES	USP1 inh	D2 antagonist	D2 agonist	IDH1 R132H inh	TRHR enhancer	Pin1 inhibitor	TrxR1 inh	TRHR agonist	TrxR1 substrate
O=C(O)c1oc2ccc(Br)cc2c1-n1cccc1	-15%	0	0.2	4%	2	-9%	-20%[57.1 µM]	-0.2	11%[57.1 µM]
Cc1sc(NC(=O)CN(Cc2ccccc2)C(=O)C2CC2)c(C(N)=O)c1C	-21%	-1	-0.3	5%	-2	-4%	16%	-0.4	4%
CSC1=N/C(=C\c2c(F)cccc2Cl)C(=O)S1	-9%	27	0.1	-1%	-1	-2%	1%	-0.1	-3%
CSc1nc2ncc3c(n2n1)CC(C)(C)CC3=O	-19%	-3	9.5	-3%	-2	1%	2%[57.1 µM]	0.8	4%[57.1 µM]

Not all compounds are listed; count on the stated rates, not on these rows.
